FBPA Giardia inh: inhibitors of Giardia lamblia fructose-1,6-bisphosphate aldolase; A8B2U2; hit rate 0.71% among 290,000; purified Giardia FBPA; AID 2451; Potency, µM (series often up to 59.6 µM), for inactives: top-dose activity, negative = inhibition, usual class: inhibitors; also: potency is read from the fitted curve at half-maximal effect; nearly all actives have a fitted effect of over 55% in size
Target sequence (A8B2U2 whole entry, looked up): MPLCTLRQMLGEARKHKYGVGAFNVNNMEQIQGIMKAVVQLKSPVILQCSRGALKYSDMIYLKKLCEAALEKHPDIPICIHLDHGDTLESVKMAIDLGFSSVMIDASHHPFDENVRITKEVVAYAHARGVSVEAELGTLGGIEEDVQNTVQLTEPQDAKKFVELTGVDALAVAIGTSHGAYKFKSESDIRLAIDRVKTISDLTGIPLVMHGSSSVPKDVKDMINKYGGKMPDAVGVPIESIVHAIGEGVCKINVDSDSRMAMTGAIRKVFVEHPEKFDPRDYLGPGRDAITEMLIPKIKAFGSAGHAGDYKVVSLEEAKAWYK
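40 nM FBPA preincubated 10 min at RT with compound (up to 57.5 uM final), then substrate plus GAPDH/TPI/NAD/arsenate coupling and diaphorase/resazurin added. Fluorescence read after 20 min at RT, 525/598 nm.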
Sm TGR block: S. mansoni TGR enzyme inhibition | Potency, µM (series often up to 114 µM), for the others: top-dose activity change, negative = inhibition, actives largely listed as inhibitors | purified TGR, DTNB reduction, TNB absorbance 405 nm | hit rate 3% among 360,000 | Q962Y6; also: potency is read from the fitted curve at half-maximal effect; nearly all actives have a fitted effect of over 60% in size
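First, TGR (20 nM dispensed) and NADPH were mixed with compound. Second, a 15 min room-temperature incubation followed. Third, further NADPH and then DTNB were added to start the reaction. Finally, TNB absorbance was monitored kinetically.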
HCMV antiviral: human cytomegalovirus inhibition. activity change, negative = inhibition, % at 57.5 µM. HFF cells, HCMV-luciferase reporter, 72 h; stronger effect = lower value. hit rate 4.5% among 410,000; in the data active = activity change below about -60%; inconclusive = no clear call, values can overlap the other calls; inactive = above about -39%
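Cell-based, HFFs, 1000 cells/well, 16 h 37C; cpds in DMSO + HCMV-luc, MOI 1 PFU/cell; 72 h 37C; OneGlo luminescence after 5 min RT; norm. to buffer vs Salinomycin 10uM.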
AmpC inh no detg: inhibitors of E. coli AmpC beta-lactamase without detergent | AID 485341 | AmpC nitrocefin hydrolysis, absorbance 480 nm, 0.0001% Triton | Potency, µM (highest dose often 57.1 µM), without a hit: top-dose activity change, negative = inhibition, most hits filed as inhibitors | P00811 | hit rate 0.52% among 330,000;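 also: potency is read from the fitted curve at half-maximal effect; plate controls were no compound for no effect and no enzyme for full effect; nearly all actives have a fitted effect of over 20% in size; some results filed as inactive show a strong effect at the top dose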
Target sequence (P00811 whole entry, looked up): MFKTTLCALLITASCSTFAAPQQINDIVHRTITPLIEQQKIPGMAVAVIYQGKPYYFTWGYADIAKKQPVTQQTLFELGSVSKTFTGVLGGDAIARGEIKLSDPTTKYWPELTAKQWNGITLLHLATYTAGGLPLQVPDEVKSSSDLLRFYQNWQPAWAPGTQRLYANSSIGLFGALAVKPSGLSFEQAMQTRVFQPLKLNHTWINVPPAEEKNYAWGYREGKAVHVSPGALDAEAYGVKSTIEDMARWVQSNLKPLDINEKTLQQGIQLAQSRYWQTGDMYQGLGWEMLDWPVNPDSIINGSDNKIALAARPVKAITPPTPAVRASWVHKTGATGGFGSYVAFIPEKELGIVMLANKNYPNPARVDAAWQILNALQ
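20 mM phosphate pH 7.0 + 0.01% (detergent screen) or 0.0001% Triton X-100; 5.3 nM AmpC reagent; cpd preinc 15 min RT; nitrocefin (800 uM stock) to start; A480 q20 s × 4 min; Activity was normalised to no-enzyme and no-compound control wells.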
HCV inh: HCV inhibition; hit rate 3.4% among 340,000; Potency, µM (titrated, usually from 41.8 µM), for the others: at the top dose activity change, negative = inhibition, actives largely listed as inhibitors; Huh7.5.1 HCVcc-Cre infection, luciferase reporter, 44 h; also: potency is read from the fitted curve at half-maximal effect
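Infectious HCV cell culture screen: compound-treated cells (1,000/well, pre-plated 4 h) are infected with HCVcc-Cre at roughly 0.5 moi and grown 44 h. Infection is quantified by luciferase signal after 15 min substrate incubation at room temperature.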
AmpC inh detg: inhibitors of E. coli AmpC beta-lactamase with detergent | hit rate 0.041% among 370,000 | Potency, µM (highest dose often 114 µM), for the others: at the highest dose activity change, negative = inhibition, usual class: inhibitors | P00811 | AmpC hydrolysis of nitrocefin, absorbance 480 nm, 0.01% Triton;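 also: potency is read from the fitted curve at half-maximal effect; 0% = no-compound wells and -100% = no-enzyme wells; nearly all actives have a fitted effect of over 25% in size; some results filed as inactive show a strong effect at the top dose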
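AmpC (5.3 nM in the dispensed reagent) in 20 mM phosphate pH 7.0 with 0.01% (detergent screen) or 0.0001% Triton X-100 was preincubated with compounds for 15 min at room temperature. Nitrocefin was then added from an 800 uM solution, and hydrolysis was followed at 480 nm.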
Active calls of the source: *; u = inconclusive; x = no result given; & = joins results of further samples; [ ] = dose if it differs, or a comment. Unless noted, calls follow the shape of the dose curve; as a rule, active = well fitted curve in the direction sought with a large enough effect; inconclusive = small, poorly fitted or top-dose-only effect, or another doubt; inactive = no such curve, though single readings can be large; an effect the other way counts as inactive or inconclusive. Unless noted, % is scaled to controls: 0 for no effect and ±100 for the full control effect.

SMILES	FBPA Giardia inh	Sm TGR block	HCMV antiviral	AmpC inh no detg	HCV inh	AmpC inh detg
CN(C)C/C=C(\c1ccc(Br)cc1)c1cccnc1	-16%	-4%	-7	6%	u	-10%
C/C(=N\NC(=S)NCc1ccccc1)C1CCCCC1	-16%	1%	21	-43%	u	2%
CCCCCCCCCCCCCCCC(O)C(N)CO (stereo unspecified)	2%	-2%	-98*	-15%	0%[8.37 µM]	-16%
CC(C)OCc1cc(CN2CCN(c3ccccc3)CC2)c(O)c2ncccc12	x	u	-70*	x	x	19%
CCCCOc1cc(C(=O)OCCN(CC)CC)ccc1N	3%[21.7 µM]	-3%	u	9%	u	u
CCCC(=O)O[C@]1(C(=O)COC(C)=O)CC[C@H]2[C@@H]3C[C@H](F)C4=CC(=O)C=C[C@]4(C)[C@@]3(F)[C@@H](O)C[C@@]21C	-7%	-2%	108	171%[activator]	3%[8.37 µM]	2%
Cn1ccc2cc3c(cc21)CCN3C(=O)Nc1cccnc1	-8%&-28%	-28%	78	27%	u	u
O=C(c1ccccn1)N(Cc1cccs1)C1(C(=O)NC2CCCCC2)CCCCC1	8%	7%	5	50%	11µM*	4%
Cc1c(C)n(Cc2ccccc2)c2ccc(C(=O)OCCN(C)C)cc12	-1%	0%	-19	133%[activator]	u	-5%
Cc1cc(=O)oc2cc(O)ccc12	-6%[21.7 µM]	x	-24	x	-21%	x
O=C(O)Cc1cn(-c2ccccc2)nc1-c1ccc(Cl)cc1	3%	1%	-7	-27%	22%	1%
CN(C)CCCSc1ccccc1NC(=O)/C=C/c1ccccc1	4%	6%	x	6%	x	0%
CCc1cccc(CC)c1NC(=O)CN(CC(=O)O)CC(=O)O	-8%[21.7 µM]	-9%	60	-14%	8%	u
CC[C@]12CCCN3CCc4c(n(c5ccccc45)[C@](O)(C(=O)OC)C1)[C@@H]32	x	-6%	65	-22%	10%	0%
CCN(CC)CC1CCCCN1CC(=O)N1c2ccccc2C(=O)Nc2cccnc21 (stereo unspecified)	-2%	-2%	x	-12%	x	-4%
CCCOc1ccc(C(=O)OCCN(CC)CC)cc1N	-3%[21.7 µM]	-3%	-36	-10%	7%	u
Cc1scc2c1N(C(=O)CN1CCN(C)CC1)c1ccccc1NC2=O	-4%	7%	-34	11%	u	0%
Cc1c(Cl)cccc1NC(=O)Cn1cc(C(=O)C2CCCCC2)c2ccccc21	x	-3%	-70*	x	x	20%
C[C@@H]1C[C@H]2[C@@H]3CCC4=CC(=O)C=C[C@]4(C)[C@@]3(Cl)[C@@H](O)C[C@]2(C)[C@@]1(OC(=O)c1ccco1)C(=O)CCl	x	-31%	-73*	-7%	-22%	u
N=c1nc(N2CCCCC2)cc(N)n1O	-3%	2%	-32&-5	-28%	u	-13%
CN(C)S(=O)(=O)n1cc(/C=C(\NC(=O)c2ccccc2)C(=O)NCCCn2ccnc2)c2ccccc21	x	1%&-11%	-35&-3	198%[activator]	-6%	6%&21%
O=C(CCN1CCN(CCO)CC1)N1c2ccccc2Sc2ccc(C(F)(F)F)cc21	7.9µM*	-14%	35	197%[activator]	13µM*	u
CCCC1(c2ccccc2)NC(=O)N(CC(=O)N(C)Cc2c(F)cccc2Cl)C1=O (stereo unspecified)	10%	0%	-24	5%	-1%	1%
O=C1NC(=S)S/C1=C\C=C\c1ccc([N+](=O)[O-])o1	-20%	2.2µM*	-100*	11µM*	u	-8%
CCc1ccccc1OC[C@@H](O)CN[C@H]1CCCc2ccccc21	-2%	-2%	u	22%	u	1%

Reformatted as labelled records: 2 of the compounds above
C[C@@H]1C[C@H]2[C@@H]3CCC4=CC(=O)C=C[C@]4(C)[C@@]3(Cl)[C@@H](O)C[C@]2(C)[C@@]1(OC(=O)c1ccco1)C(=O)CCl
  FBPA Giardia inh = x
  Sm TGR block = -31%
  HCMV antiviral = -73*
  AmpC inh no detg = -7%
  HCV inh = -22%
  AmpC inh detg = u

O=C(c1ccccn1)N(Cc1cccs1)C1(C(=O)NC2CCCCC2)CCCCC1
  FBPA Giardia inh = 8%
  Sm TGR block = 7%
  HCMV antiviral = 5
  AmpC inh no detg = 50%
  HCV inh = 11µM*
  AmpC inh detg = 4%

Returning to the listing; the 4 compounds before the break are reprinted first.
SMILES	FBPA Giardia inh	Sm TGR block	HCMV antiviral	AmpC inh no detg	HCV inh	AmpC inh detg
O=C(CCN1CCN(CCO)CC1)N1c2ccccc2Sc2ccc(C(F)(F)F)cc21	7.9µM*	-14%	35	197%[activator]	13µM*	u
CCCC1(c2ccccc2)NC(=O)N(CC(=O)N(C)Cc2c(F)cccc2Cl)C1=O (stereo unspecified)	10%	0%	-24	5%	-1%	1%
O=C1NC(=S)S/C1=C\C=C\c1ccc([N+](=O)[O-])o1	-20%	2.2µM*	-100*	11µM*	u	-8%
CCc1ccccc1OC[C@@H](O)CN[C@H]1CCCc2ccccc21	-2%	-2%	u	22%	u	1%
O=C(O)c1cc(=O)c2ccccc2o1	-21%	-12%	17	-20%	x	-7%
COc1cc(C2Oc3cc(C4Oc5cc(O)cc(O)c5C(=O)C4O)ccc3OC2CO)ccc1O (stereo unspecified)	11%&1%	-3%	-67*	-18%	u	2%
CCCCCCCCCCCCCCC[C@@H](O)[C@@H](N)CO	-2%&12%	x	78	x	10%	x
Cc1ccc(C)c(Nc2nc3nonc3nc2Nc2cccc(C)c2C)c1	x	12%	-101*	x	x	3%
CC(=O)Oc1ccc2c(C)cc(=O)oc2c1	2%	-27%	42	-18%	-12%	-1%
O=C(Nc1cc(-c2ccccc2)nn1-c1ccccc1F)c1ccc([N+](=O)[O-])cc1	x	-3%	-1	-21%	u	u
C[C@H](CCC(=O)O)[C@H]1CC[C@H]2[C@@H]3[C@H](O)C[C@@H]4C[C@H](O)CC[C@]4(C)[C@H]3CC[C@]12C	x	-2%	19	20%	8%	-10%
O=C(NC1CCN(CCc2c[nH]c3ccccc23)CC1)c1ccccc1	-10%&-2%	-33%	13	-13%	-10%	8%
CC1O[C@@H](OCC2O[C@@H](Oc3cc(O)c4c(c3)OC(c3ccc(O)cc3)CC4=O)[C@H](O)[C@@H](O)[C@@H]2O)[C@H](O)[C@H](O)[C@H]1O (stereo partly specified)	x	-1%	5	-6%	1%	u
CCCCN(CCCC)CCCOC(=O)c1ccc(N)cc1	-3%	-12%	-18	u	u	u
CC(C)NNC(=O)c1ccncc1	-3%	-7%	-34	-15%	11%[8.37 µM]	-7%
Nc1c2ccccc2nc2ccccc12	4%&-8%	4%&22%	-99*	-36%&-6%	5µM*	0%&-21%
COc1cc(N)c(Cl)cc1C(=O)N[C@H]1CCN(CCCOc2ccc(F)cc2)C[C@H]1OC	-6%[21.7 µM]	-8%	-94*	105%[activator]	1.8µM*	u
Cc1nc2c3ccccc3nc(NNC(=O)CCC(=O)N3CCN(c4ccccc4F)CC3)n2n1	x	0%&-4%	0&10	106%[activator]	-3%	0%&12%
CC1(C)O[C@@H]2C[C@H]3[C@@H]4C[C@H](F)C5=CC(=O)C=C[C@]5(C)[C@@]4(F)[C@@H](O)C[C@]3(C)[C@]2(C(=O)CO)O1	2%	1%	76	-15%	-2%[8.37 µM]	1%
CCOc1ccc2nc(N3CCC(C(=O)Nc4ccccc4CC)CC3)sc2c1	x	5%	28	x	x	-1%
CCN(CCCCOC(=O)c1ccc(OC)c(OC)c1)C(C)Cc1ccc(OC)cc1 (stereo unspecified)	-1%&6%	8%	-37	19%	u	u
Cc1cccc(Cc2c(C)nc3c(-c4ccccc4)c(C)[nH]n3c2=O)c1	x	-23%	-79*	x	x	-4%
CCOC(=O)c1sc(NC(=O)c2c(-c3ccccc3)c(-c3ccccc3)nn(C)c2=O)nc1C	x	-2%	-13	x	x	10%
COc1cc(N)c(Cl)cc1C(=O)N[C@@H]1CCN(CCCOc2ccc(F)cc2)C[C@@H]1OC	2%	3%	x	91%[activator]	x	2%
COC(=O)N/N=C/c1c[n+]([O-])c2ccccc2[n+]1[O-]	x	-3%	u	-18%	15%	-9%
CCCOc1ccc2nc(NC(=O)OC)[nH]c2c1	1%&4%	-7%	x	-1%	5%[8.37 µM]	u
CC(=O)OCC(=O)[C@@]1(O)CC[C@H]2[C@@H]3CCC4=CC(=O)C=C[C@]4(C)[C@@]3(F)[C@@H](O)C[C@@]21C	x	-9%	90	-8%	10%	-19%
COc1ccc(-c2oc3c(CC=C(C)C)c(O[C@@H]4O[C@H](CO)[C@@H](O)[C@H](O)[C@H]4O)cc(O)c3c(=O)c2O[C@@H]2O[C@@H](C)[C@H](O)[C@@H](O)[C@H]2O)cc1	-3%	-21%	x	191%[activator]	x	-5%
CC(Cc1cccc(C(F)(F)F)c1)NCCOC(=O)c1ccccc1 (stereo unspecified)	-4%	-4%&-2%	u	55%&45%	u	u
CCC(C(=O)Nc1ccccc1N1CCCC1)c1ccccc1 (stereo unspecified)	x	8%	10	5%	x	6%
CN[C@@H]1[C@H](O)[C@H](NC)[C@H]2O[C@@]3(O)C(=O)C[C@@H](C)O[C@H]3O[C@@H]2[C@H]1O	u	-13%	-22	-5%	-3%	4%
CCOC(=O)c1ccc(NC(=O)c2cc(=O)c3ccc(C)c(C)c3o2)cc1	x	3%	10	x	x	-3%
CCCC(=O)O[C@]1(C(=O)CCl)[C@@H](C)C[C@H]2[C@@H]3CCC4=CC(=O)C=C[C@]4(C)[C@@]3(F)C(=O)C[C@@]21C	-6%	5%	-17	70%[activator]	3%[8.37 µM]	-15%
COc1ccc(C(=O)c2ccccc2)c(O)c1	3%	2%	-23	1%	-19%&0%	-3%

Six of the compounds above, with two lines to a compound:
Fields – FBPA Giardia inh | Sm TGR block | HCMV antiviral | AmpC inh no detg | HCV inh | AmpC inh detg
> COc1cc(N)c(Cl)cc1C(=O)N[C@@H]1CCN(CCCOc2ccc(F)cc2)C[C@@H]1OC
→ 2% | 3% | x | 91%[activator] | x | 2%
> COC(=O)N/N=C/c1c[n+]([O-])c2ccccc2[n+]1[O-]
→ x | -3% | u | -18% | 15% | -9%
> CCCOc1ccc2nc(NC(=O)OC)[nH]c2c1
→ 1%&4% | -7% | x | -1% | 5%[8.37 µM] | u
> CC(=O)OCC(=O)[C@@]1(O)CC[C@H]2[C@@H]3CCC4=CC(=O)C=C[C@]4(C)[C@@]3(F)[C@@H](O)C[C@@]21C
→ x | -9% | 90 | -8% | 10% | -19%
> COc1ccc(-c2oc3c(CC=C(C)C)c(O[C@@H]4O[C@H](CO)[C@@H](O)[C@H](O)[C@H]4O)cc(O)c3c(=O)c2O[C@@H]2O[C@@H](C)[C@H](O)[C@@H](O)[C@H]2O)cc1
→ -3% | -21% | x | 191%[activator] | x | -5%
> CC(Cc1cccc(C(F)(F)F)c1)NCCOC(=O)c1ccccc1 (stereo unspecified)
→ -4% | -4%&-2% | u | 55%&45% | u | u

A portion of the library, so the mix of outcomes need not match the whole.
